Source: PubChem BioAssay
NR2E3 ag-1 – inhibitors of NR2E3-RetCOR corepressor binding, primary screen, NR2E3 agonist project, biochemical, TR-FRET, GST-NR2E3, biotin-RetCOR. AID 2300, 2010. inhibition of corepressor binding, % at 4.78 µM. Photoreceptor-specific nuclear receptor (Homo sapiens), Q9Y5X4. 320,000 tested, 0.12% active. 1536-well;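 active means percent inhibition above the cutoff of mean plus 3 SD of all tested compounds, set per screening campaign, cut at about 20% in these data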;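 further: 0% = DMSO wells and 100% = biotin wells as full block of FRET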
Target sequence (Q9Y5X4 whole entry, looked up): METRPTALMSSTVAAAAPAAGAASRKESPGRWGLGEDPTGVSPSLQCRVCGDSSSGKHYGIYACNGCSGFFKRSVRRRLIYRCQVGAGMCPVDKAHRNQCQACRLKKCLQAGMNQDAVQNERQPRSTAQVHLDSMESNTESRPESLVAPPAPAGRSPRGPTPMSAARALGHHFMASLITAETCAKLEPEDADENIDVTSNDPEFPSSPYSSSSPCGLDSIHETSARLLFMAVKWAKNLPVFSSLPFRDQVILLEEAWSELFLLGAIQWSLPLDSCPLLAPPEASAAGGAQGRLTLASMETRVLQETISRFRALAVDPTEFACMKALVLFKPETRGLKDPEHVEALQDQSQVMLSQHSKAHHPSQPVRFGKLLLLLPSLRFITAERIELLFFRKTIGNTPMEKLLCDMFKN
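Material: NR2E3–RetCOR corepressor complex / Amount: 1.35 nM GST-NR2E3 / Medium: Tris pH 7.5 / Compound: single nominal compound dose of 4.8 µM / Incubation: 5 h at 4 °C / Technique: TR-FRET, Eu(K)-anti-GST donor, streptavidin-D2 acceptor, ex 340, em 617/671 nm / Read-out basis: percent loss of FRET ratio relative to control wells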
MITF TRPM1 inh – inhibitors of MITF-dependent TRPM1 promoter reporter, primary screen, cell-based, SK-MEL-5, single point, luciferase. SK-MEL-5 TRPM1 promoter luciferase, 24 h. inhibition, % at 12.5 µM. 330,000 tested, 0.83% active. AID 488899, 2010;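 active means mean inhibition across replicates of 60% or more, whatever share of single replicates reaches that level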; further: values of inactives mirror those of a sister screen read the other way
H9c2 protect – cardioprotection against H2O2-induced cell death, primary screen, uHTS, H9c2 cells, ATPLite luminescence; H9c2 cardiomyocytes, H2O2 injury protection, 2 h; protection from H2O2 cell death, % at 20 µM; 360,000 tested, 0.63% active; AID 588492, 2011;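 active means compounds giving at least 50% protection of heart cells from peroxide-induced death in the single-dose screen, raw or plate-pattern-corrected value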;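 further: 0% = DMSO wells with peroxide and 100% = DMSO wells without peroxide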
Shn3 3UTR inh – reduction of Shn3 3'UTR firefly luciferase signal, primary screen, Schnurri-3 inhibitor project, cell-based, Clone20 osteoblasts, set 2; Clone20 osteoblast Shn3 3'UTR firefly luciferase, 24 h; 360,000 tested, 0.52% active; inhibition, % at 12.5 µM;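 active means mean inhibition of at least 75% with every replicate also reaching 75%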;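 further: 0% = median of neutral control wells and 100% = pilot-screen positive control compound; some compounds past the cut are filed as inactive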
Peg3 promoter – Peg3 promoter-driven luciferase inhibitors, primary screen, cell-based, HeLa, luciferase luminescence; AID 588405, 2011; HeLa PEG-Prom luciferase reporter, overnight; 360,000 tested, 1.7% active; inhibition, % at 20 µM;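 active means inhibition of at least 50% at 20 µM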
hiPSC survival – enhancers of single-cell hiPSC survival, primary screen, ATPlite luminescence | survival enhancement, % at 20 µM | 360,000 tested, 0.044% active | 100% = ROCK inhibitor wells, 0% = DMSO; in the data active means survival enhancement above about 18%;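 further: cells exposed to compounds for 16 hours before the ATP read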
PDI turbidity – inhibitors of human PDI, primary screen, biochemical, turbidity, single point, plate reader; Protein disulfide-isomerase (Homo sapiens), P07237; AID 588391, 2011; inhibition, % at 10 µM; PDI insulin aggregation turbidity, A650, 90 min; 350,000 tested, 0.052% active;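 active means mean inhibition across replicates of 30% or more, whatever share of single replicates reach that level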;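 further: absorbance from insulin aggregation driven by PDI reduction with DTT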
HIF-2a block – HIF-2a reporter inhibitors, primary screen, luminescence, 786-0 RCC cells. 786-0 RCC cells HIF-2a reporter, luciferase luminescence, overnight. inhibition, % at 18.8 µM. 360,000 tested, 0.72% active;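 active means inhibition of the luminescence signal of 40% or more relative to plate controls, in a single-dose primary screen at 18.75 µM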
HTR2A ag – mouse Htr2a agonists via beta-arrestin recruitment, primary screen, cell-based, luminescence. CHO-K1 mHTR2A beta-arrestin complementation; percent of 30 µM serotonin response. activation, % at 7.6 µM. 360,000 tested, 0.66% active. 5-hydroxytryptamine receptor 2A (Mus musculus), P35363. AID 624169, 2012;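 active means activation above a run cutoff, the mean activation of all tested compounds plus 3 SD, cut at about 14% in these data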;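 further: 0% = plate median of compound wells and 100% = 30 µM serotonin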
Target sequence (P35363 whole entry, looked up): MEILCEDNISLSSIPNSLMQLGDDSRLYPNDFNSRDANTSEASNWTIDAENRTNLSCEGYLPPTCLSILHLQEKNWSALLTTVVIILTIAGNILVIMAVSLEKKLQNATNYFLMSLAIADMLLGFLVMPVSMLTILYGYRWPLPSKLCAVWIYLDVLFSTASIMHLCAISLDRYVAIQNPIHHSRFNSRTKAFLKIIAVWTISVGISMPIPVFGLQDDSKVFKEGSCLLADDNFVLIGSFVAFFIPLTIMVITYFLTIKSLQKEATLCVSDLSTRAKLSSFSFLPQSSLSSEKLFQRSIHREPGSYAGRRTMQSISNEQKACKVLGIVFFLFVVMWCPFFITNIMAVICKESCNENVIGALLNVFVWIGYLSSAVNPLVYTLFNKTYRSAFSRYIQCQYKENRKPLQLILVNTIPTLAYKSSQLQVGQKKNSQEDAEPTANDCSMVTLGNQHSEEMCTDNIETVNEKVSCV
CaV13 ICDI inh – Primary screen for inhibitors of IQ motif and Ca2+-dependent inactivation inhibitor domain binding in CACNA1D, Förster resonance energy transfer in living cells, …. HEK cells, CFP/YFP FRET ICDI-IQ, plate reader, 10 min; percent FRET-ratio fall versus neutral wells. inhibition, % at 12.3 µM. 340,000 tested, 0.098% active;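 active means mean replicate inhibition of at least 30% and at least 1% of replicates passing that level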;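 further: 0% = median of the neutral control wells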
NR2E3 ag-2 – NR2E3 agonists in two-hybrid cells, primary screen, cell-based, luminescence, CHO-S, Gal4-NCOR/VP16-NR2E3; luciferase; Photoreceptor-specific nuclear receptor (Homo sapiens), Q9Y5X4; 360,000 tested, 0.35% active; AID 602229, 2012; inhibition of corepressor binding, % at 3.98 µM;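 active means inhibition above the mean of all tested compounds plus 3 SD, cut at about 70% in these data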;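 further: 0% = DMSO with NR2E3 transfected cells and 100% = cells lacking NR2E3 construct; higher means lower luciferase signal from less NR2E3 corepressor binding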
An asterisk follows results filed as active; x = no result given.

Molecule	NR2E3 ag-1	MITF TRPM1 inh	H9c2 protect	Shn3 3UTR inh	Peg3 promoter	hiPSC survival	PDI turbidity	HIF-2a block	HTR2A ag	CaV13 ICDI inh	NR2E3 ag-2
CCN1C[C@@H]2[C@@H]3C(=O)N(Cc4ccccc4)C(=O)[C@@H]3[C@](Cc3ccccc3)(C1=O)N2C(=O)c1ccc(Br)cc1	x	5	-2	15	7	-1.5	-9	14	-1	-11	-10
CS(=O)(=O)c1ccc(C(=O)NC2CCCc3ccccc32)cc1 (stereo not drawn)	-1	2	-1	-5	16	-0.3	4	9	0	x	-13
Cc1ccc(N(CC(=O)NCc2ccc(F)cc2)C(=O)c2csnn2)c(C)c1	-1	-3	10	6	13	-1.7	13	22	-5	1	2
Cc1cc(C)c(C(=O)C[n+]2cccc(C(N)=O)c2)c(C)c1	-3	4	-4	-38	3	1.0	3	26	-1	2	-4
CC(C)(C)C(=O)Nc1ccccc1C(=O)Nc1cccnc1	0	9	3	-20	7	1.0	-9	3	11	x	-12
COc1ccc(O)c(/C=c2/sc3nc4cc(C)c(C)cc4n3c2=O)c1	x	9	5	-13	1	2.3	0	-43	-3	-5	-33
COc1ccc(C(=O)C(C)OC(=O)c2cccc(S(=O)(=O)Nc3cc(Cl)c(OC)cc3OC)c2)cc1 (stereo not drawn)	-6	2	-6	83	21	4.8	0	15	3	x	80*
Cc1cc(OCC(O)CN2CCc3ccccc3C2)ccc1Cl (stereo not drawn)	0	-7	-4	-6	-3	0.0	8	-16	-9	-5	-3
CCCn1cc(NC(=O)c2cc3n(n2)C(C(F)(F)F)CC(c2ccccc2)N3)cn1 (stereo not drawn)	5	9	-7	7	7	-0.6	8	9	3	-8	-1
COc1ccc2cc(S(=O)(=O)N3CCCCCC3)ccc2c1	3	-27	-15	9	6	-0.8	-1	-32	1	-5	-14
Cc1onc(-c2c(F)cccc2Cl)c1C(=O)N1CCc2ccccc2C1	-2	-6	0	-5	18	1.8	21	-1	-3	-6	-73
COc1ccc(NC(=O)c2nc[nH]c2C(=O)N[C@@H](C)C(=O)OC(C)(C)C)cc1	1	-15	-4	-8	23	-2.4	-2	2	2	-7	13
CN(CC(=O)Nc1ccccc1Cl)C(=O)C1CCN(C(=O)c2ccc(F)cc2)CC1	5	x	-2	0	2	0.7	5	9	9	-6	-13
COc1ccc(CN(C(=O)c2cnccn2)C(C(=O)NC(C)(C)C)c2cc(OC)c(OC)c(OC)c2)cc1 (stereo not drawn)	0	-6	10	8	9	3.5	10	4	-1	x	11
CCOc1ccccc1-c1cc(C(=O)Nc2ccc(C(=O)O)cc2)c2ccccc2n1	-3	7	9	22	11	0.4	0	12	-3	-3	18
CCCCCCC(O)(c1ccc(OC)cc1)C(CN1CCOCC1)c1ccccc1 (stereo not drawn)	x	x	-18	19	20	1.5	-2	23	-7	-14	16
NS(=O)(=O)c1cccc(NC(=O)c2cccnc2Oc2ccccc2)c1	2	-7	0	6	2	0.4	2	17	8	3	5
O=C(Cc1ccccc1)Nc1nc(-c2ccc(F)c(F)c2)cs1	0	-17	5	21	-46	0.0	0	-80	-3	-4	-16
CCOc1ccc(N(C(=O)c2ccc3c(c2)OCO3)C2C=CS(=O)(=O)C2)cc1 (stereo not drawn)	1	-12	9	-12	-20	1.6	3	3	-3	-3	-26
O=C(CN1CCN(c2nc(-c3ccc(F)cc3)cs2)CC1)Nc1ccc2c(c1)OCO2	-1	14	-13	10	6	-3.5	-2	-40	-6	-8	14
O=C(Nc1ccc(C(F)(F)F)cc1)c1ccccc1-n1cnnn1	-1	14	-7	14	10	-0.6	-8	7	-9	-5	6
C[C@H]1CN([C@@H](C)CO)C(=O)c2cc(Br)cnc2O[C@H]1CN(C)C(=O)c1ccccn1	x	x	12	-17	-14	10	-1	10	2	-7	-14
COc1ccc(Cl)cc1C(=O)NNC(=O)c1cc2ccccc2o1	x	0	7	-6	-35	1.0	3	-53	2	-5	-36
Cc1ccc(C)c(S(=O)(=O)NC(CCC(N)=O)C(=O)O)c1 (stereo not drawn)	-1	7	-3	-5	-34	-1.4	-7	-8	4	x	-13
O=S(=O)(Nc1ncccn1)c1ccc(Cl)cc1	3	3	-4	-3	1	0.0	-3	11	7	-5	22
c1ccc(Cc2noc(CN3CCCC(CN4CCOCC4)C3)n2)cc1 (stereo not drawn)	0	6	-2	15	9	1.0	0	6	15*	-5	7
CCCC1=Nc2cc(C(=O)NCCN3CCOCC3)ccc2Sc2ccccc21	3	-11	-4	-6	12	-0.2	0	9	2	-3	-13
CC1(C(=O)NCc2ccccc2)Cc2c(-c3ccc(C(N)=O)cc3)ccnc2O1 (stereo not drawn)	x	x	8	2	14	-2.0	15	20	1	-7	-11
Cn1c(=O)oc2cc(S(=O)(=O)NCCC(=O)NCc3ccccc3Cl)ccc21	2	4	-4	-12	14	8.9	-7	6	4	-3	9
COc1ccc2c(c1)CC/C(=C/c1ccccn1)C2=O	1	-38	-7	-77	-102	-0.5	-1	-195	-5	-1	-1
Cn1c(N)c(C(=O)COC(=O)[C@H](Cc2ccccc2)N2C(=O)c3ccccc3C2=O)c(=O)n(C)c1=O	2	8	2	0	3	10	10	17	2	-2	-1
O=C(CN1C(=O)NC2(CCCC2)C1=O)NCc1ccccc1	x	-2	0	-10	1	7.6	0	4	1	-3	3
CN(C(=O)CSc1nnn(C)n1)c1ccccc1	4	-1	3	6	16	-0.5	-3	18	12	-7	-20
COc1ccc(/C=C2\CC/C(=C\c3ccc(OC)cc3OC)C2=O)c(OC)c1	4	-19	-5	20	-113	0.5	8	-154	5	-8	2
Cc1onc(-c2ccccc2Cl)c1C(=O)Nc1nnc(C(C)C)s1	1	0	-7	-23	-1	-0.7	x	-9	0	-9	-4
Cc1cnc(C(=O)OCC(=O)Nc2oc(-c3ccccc3)c(-c3ccccc3)c2C#N)cn1	0	12	4	7	31	-0.8	6	22	0	-4	-17
CCOc1ccc(NS(=O)(=O)c2c(C)nc3sccn3c2=O)cc1	4	x	-13	6	2	0.1	x	-4	3	-5	-2
COc1ccc(NC(=O)Nc2ccc3c(c2)N(C)C(=O)CS3)cc1OC	-4	-16	13	-13	-2	-1.0	-4	-4	-1	-29	-13
COc1ccc(NC(=O)CCC(=O)N2CCCC2)c([N+](=O)[O-])c1	5	-10	-1	-15	-3	0.2	-73	-8	-2	-3	-3
CC1(C(=O)NS(=O)(=O)c2ccc(C#N)cc2)CCN1C(=O)C1(c2ccc(Cl)cc2)CC1 (stereo not drawn)	x	x	9	12	2	-1.7	-1	14	-2	-5	12
CC(=O)Nc1nnc(SCc2cccc(F)c2)s1	2	-15	-3	-10	-61	-0.1	14	-90	0	-5	-34

Rewritten field by field: part of the list above
> CCOc1ccc(NS(=O)(=O)c2c(C)nc3sccn3c2=O)cc1
- NR2E3 ag-1 = 4
- MITF TRPM1 inh = x
- H9c2 protect = -13
- Shn3 3UTR inh = 6
- Peg3 promoter = 2
- hiPSC survival = 0.1
- PDI turbidity = x
- HIF-2a block = -4
- HTR2A ag = 3
- CaV13 ICDI inh = -5
- NR2E3 ag-2 = -2
> COc1ccc(NC(=O)CCC(=O)N2CCCC2)c([N+](=O)[O-])c1
- NR2E3 ag-1 = 5
- MITF TRPM1 inh = -10
- H9c2 protect = -1
- Shn3 3UTR inh = -15
- Peg3 promoter = -3
- hiPSC survival = 0.2
- PDI turbidity = -73
- HIF-2a block = -8
- HTR2A ag = -2
- CaV13 ICDI inh = -3
- NR2E3 ag-2 = -3
> CN(C(=O)CSc1nnn(C)n1)c1ccccc1
- NR2E3 ag-1 = 4
- MITF TRPM1 inh = -1
- H9c2 protect = 3
- Shn3 3UTR inh = 6
- Peg3 promoter = 16
- hiPSC survival = -0.5
- PDI turbidity = -3
- HIF-2a block = 18
- HTR2A ag = 12
- CaV13 ICDI inh = -7
- NR2E3 ag-2 = -20
> Cn1c(N)c(C(=O)COC(=O)[C@H](Cc2ccccc2)N2C(=O)c3ccccc3C2=O)c(=O)n(C)c1=O
- NR2E3 ag-1 = 2
- MITF TRPM1 inh = 8
- H9c2 protect = 2
- Shn3 3UTR inh = 0
- Peg3 promoter = 3
- hiPSC survival = 10
- PDI turbidity = 10
- HIF-2a block = 17
- HTR2A ag = 2
- CaV13 ICDI inh = -2
- NR2E3 ag-2 = -1
